# Screening results deposited in PubChem by several laboratories.
# BaF3 tox: reduces parental Ba/F3 cell viability, JAK2V617F counter-screen | CellTiter-Glo ATP luminescence | inhibition, % at 5.6 µM | actives 1.1% (n = 220,000) | AID 1486;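 active means inhibition above a per-campaign cutoff, the mean inhibition of all tested compounds plus 3 SD, cut at about 27% in these data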;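 further: 0% = DMSO wells and 100% = JAK Inhibitor I control wells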
# RBBP9 inh: human RBBP9 hydrolase inhibition; O75884; recombinant RBBP9, FP-Rh probe fluorescence polarization; inhibition, % at 7.94 µM; actives 0.2% (n = 220,000);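 active means inhibition above the campaign mean of all tested compounds plus 3 SD, cut at about 14% in these data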;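 further: plate controls were DMSO wells with RBBP9 for no effect and wells lacking RBBP9 protein for full effect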
#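 Test system: recombinant human RBBP9. Quantity: 2.5 µM RBBP9 dispensing solution, before mixing. Detection: FP readout at 525/598 nm. Reagent: Serine-hydrolase probe FP-Rh, 375 nM pre-mixing. Measure: % inhibition. Control set: DMSO-treated enzyme wells and wells lacking RBBP9. Buffer or medium: Tris-NaCl-Pluronic buffer, pH 8.0. Times: preincubation 30 min plus labeling 45 min at 25 °C.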
# TbHK1 inh: T. brucei hexokinase 1 inhibition. recombinant TbHK1, G6PDH-coupled NADH A340. inhibition, % at 10 µM. actives 0.11% (n = 220,000). AID 1430;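 active means inhibition of 50% or more in the single-dose primary screen; inactive means inhibition below 50%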
# PGE2 EP2 inh: EP2 receptor (human) inhibition; P43116; C6 glioma cells expressing human EP2, cAMP TR-FRET; cells stimulated with saturating PGE2; inhibition, % at 25 µM; actives 0.52% (n = 260,000); AID 1422;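 active means percent inhibition above 40 after rounding to a whole number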;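 further: rat C6 glioma host cells with rolipram phosphodiesterase inhibitor present; the protocol text gives 20 µM as final concentration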
# Target sequence (P43116 whole entry, looked up): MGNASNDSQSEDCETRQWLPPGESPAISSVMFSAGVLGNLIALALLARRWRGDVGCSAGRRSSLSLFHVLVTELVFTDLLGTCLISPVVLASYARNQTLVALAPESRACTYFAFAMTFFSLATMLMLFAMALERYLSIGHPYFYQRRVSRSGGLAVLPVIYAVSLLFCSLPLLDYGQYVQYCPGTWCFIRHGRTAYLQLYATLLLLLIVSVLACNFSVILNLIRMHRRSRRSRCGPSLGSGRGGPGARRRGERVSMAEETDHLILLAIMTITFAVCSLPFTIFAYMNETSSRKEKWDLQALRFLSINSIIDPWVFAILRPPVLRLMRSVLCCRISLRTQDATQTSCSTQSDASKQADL
# Ba/F3 V617F tox: loss of viability in JAK2V617F-driven Ba/F3 cells. Ba/F3 EpoR-JAK2V617F viability, ATP luminescence. AID 1446. inhibition, % at 5.6 µM. actives 1.1% (n = 220,000);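 active means inhibition above the campaign mean plus 3 SD over all tested compounds, cut at about 24% in these data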;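 further: cytokine-independent growth of Ba/F3 cells driven by EpoR plus mutant JAK2; 0% = DMSO-treated cells and 100% = JAK inhibitor I control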
# NCF1 inh: inhibitors of human p47phox binding | actives 0.53% (n = 220,000) | p47phox/p22phox peptide binding, fluorescence polarization, 2 h | P14598 | AID 1274 | inhibition, % at 24.7 µM;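 active means inhibition above about 30%, limit read from the data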;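 further: 0% = p47phox with labelled peptide and 100% = labelled peptide alone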
# p97 ATPase inh: blocks human p97 ATPase activity. recombinant p97 ATPase, Kinase-Glo ATP luminescence, 3 h. inhibition, % at 8 µM. actives 0.42% (n = 220,000); in the data active means inhibition above about 15%;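 further: 0% = DMSO vehicle and 100% = wells lacking enzyme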
# Furin inhibitor: blocks human furin protease activity. P09958. purified furin, fluorogenic substrate cleavage. inhibition, % at 30 µM. actives 0.061% (n = 220,000); in the data active means inhibition above about 25%; further: inactives centre near -15
# Target sequence (P09958 108-714 limits assumed): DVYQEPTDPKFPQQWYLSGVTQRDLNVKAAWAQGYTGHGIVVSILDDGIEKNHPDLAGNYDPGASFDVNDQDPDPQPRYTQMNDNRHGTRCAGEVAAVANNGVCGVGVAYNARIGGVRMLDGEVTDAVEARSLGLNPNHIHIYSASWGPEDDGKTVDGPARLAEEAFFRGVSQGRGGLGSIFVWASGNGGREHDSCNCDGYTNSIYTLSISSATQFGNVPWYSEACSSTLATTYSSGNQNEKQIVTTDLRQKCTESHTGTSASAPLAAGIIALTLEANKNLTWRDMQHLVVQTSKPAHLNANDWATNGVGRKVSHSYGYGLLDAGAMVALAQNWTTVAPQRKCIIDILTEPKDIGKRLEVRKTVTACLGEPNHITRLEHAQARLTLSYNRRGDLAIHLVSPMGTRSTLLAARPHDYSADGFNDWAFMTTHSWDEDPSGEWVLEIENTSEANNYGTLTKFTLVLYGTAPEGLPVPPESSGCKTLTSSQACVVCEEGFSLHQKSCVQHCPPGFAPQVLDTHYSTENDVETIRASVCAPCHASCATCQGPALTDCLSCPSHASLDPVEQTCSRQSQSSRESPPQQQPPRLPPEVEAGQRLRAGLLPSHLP
# PPC-1+TRAIL kill: PPC-1 cancer cell killing with TRAIL present | AID 1443 | cell killing (% activity), % at 4 µM | PPC-1 cells + TRAIL, ATPLite viability luminescence | actives 0.41% (n = 220,000);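 active means cell killing above 50% in the first pass at 4 µM, then a duplicate retest at 5 µM averaging 50% or more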;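 further: plate controls were cells with TRAIL plus DMSO for no effect and medium-only wells lacking cells for full effect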
# The depositor's hits bear a star; . = no result given; & = joins results of further samples; [ ] = another dose, or the depositor's remark.
# Each structure is followed by: Furin inhibitor, Ba/F3 V617F tox, TbHK1 inh, NCF1 inh, BaF3 tox, RBBP9 inh, PGE2 EP2 inh, PPC-1+TRAIL kill, p97 ATPase inh
1: CCOc1ccc(CN2CCCC(CNC(=O)c3ccc(F)cc3)C2)cc1CO (stereo unspecified)
  -11, 1, 5, -3, 10, -6, 9, 5, 1
2: Cc1nc(SCc2ccc(OCCC(C)C)cc2)n[nH]1
  -28, -1, -4, -3, 3, -1, 8, -6, 1
3: O=C(CCCCCN1C(=O)c2ccccc2C1=O)Nc1ccccc1
  -24[20 µM], -3, 2, -9, 2, 7, -2, 2, 1
4: Cc1cccc(-n2c(-c3csc4ccccc34)n[nH]c2=S)c1
  -8, 2, -12, 0, 4, -6, 6, -6, -1
5: CCOC(=O)C1=C(c2ccccc2)OC(N)=C(C#N)C1C(C)C (stereo unspecified)
  -26, -2, 2, 1, -1, 0, 11, 18, 0
6: CCOC(=O)c1ccc(NC(=O)c2nc[nH]c2C(=O)NCC(=O)OC(C)(C)C)cc1
  -16, ., -12, -5, ., ., 12, 10, .
7: O=C(CN(CCc1ccccc1)C(=O)CNS(=O)(=O)c1ccc(F)cc1)NCC1CCCO1 (stereo unspecified)
  -15, -2, 6, -7, -1, 9, 9, 17, 4
8: c1ccc(-n2nnnc2SCc2cccc(CSc3nnnn3-c3ccccc3)n2)cc1
  -20[20 µM], -5, 1, -5, 1, -5, 2, 7, -2
9: COc1cc(/C=N/n2cnnc2)ccc1OCc1ccc(C)cc1
  -2[20 µM], 2, -16, -4, 6, 3, 12, 11, -4
10: Cc1c(C(=O)Nc2nc3ccccc3[nH]2)oc2ccc(Br)cc12
  -18, -1, -11, -23, 4, -2, 5, 18, 2
11: CC(=O)Nc1cc(C(=O)O)ccc1S(=O)(=O)c1ccc(C)cc1
  -25, -2, -1, -18, 6, -3, 3, -12, 1
12: O=C(COC(=O)c1ccccn1)Nc1ccc2c(c1)OCO2
  -11, -3, 0, 1, 3, -1, 9&7, 5, 2
13: CCOc1ccccc1C1N(c2ccc(OC)cc2)C(=O)C2CCCN21 (stereo unspecified)
  -6, -6, -11, -16, 0, -10, 1, 2, 3
14: Cc1cc(C(=O)COC(=O)C2=NNC(=O)CC2)c(C)n1-c1ccccc1
  -9[20 µM], -1, -3, -14, 4, -9, 0, 45, 1
15: CNc1nc(-c2ccc3c(c2)CCN3C(=O)CC(C)(C)C)c(C)s1
  -32, -2, -3, -14, 7, -5, 13, 15, 4
16: CCCCNC(=O)CSc1nccn1Cc1ccccc1
  -23, -2, 3, 0, 4, -11, 4, 14, 4
17: O=C(NCCc1c[nH]c2ccccc12)c1cnc2sccn2c1=O
  -6, -1, -24, -5, 7, 1, 14, 13, 1
18: Cc1cccc(N(CC(=O)NC2CCCCC2)C(=O)c2ccc(C)s2)c1
  -7[20 µM], -2, 1, -10, 0, -2, 9, 13, -2
19: Nc1ccc2nc3c(c(Cl)c2c1)CCCC3
  -19, 17, -22, 8, 63*, -3, 12, 20, 13
20: CCN=C1SC(C(=O)Nc2cccc(Cl)c2)CC(=O)N1CC (stereo unspecified)
  -12, -3, 7, -8, 0, -2, 5, 13, 1
21: Nc1nc(-c2ccccc2)c(-c2ccccc2)o1
  -12, -5, -8, -9, -4, -7, 7, -2, -2
22: COc1cc(CNc2ccc(N3CCOCC3)cc2)cc(Br)c1OC
  -13, 2, -6, 3, 2, -4, 6, 22, -1
23: COc1ccc(C(=O)Nc2cc(Cl)cc(Cl)c2)c(OC)n1
  -34, -4, -8, -11, -2, 0, 10, 20, 3
24: Cc1cc(F)c(F)cc1C(=O)N1CCCC1
  -13, 0, 0, -2, -3, -9, 4, 7, 1
25: CC(C)CCc1noc(CN2CCN(CC(=O)NC(C)C)CC2)n1
  6, -1, -9, -13, 4, 5, 7, 8, 3
26: CC(C)COc1ccc(C(=O)Nc2ccc(NC(=O)c3ccco3)c(Cl)c2)cc1
  1[20 µM], 3, -19, 0, 3, -7, 5, 5, -6
27: COc1ccc(C(O)Cn2cc([N+](=O)[O-])nc2C)cc1 (stereo unspecified)
  -19, -2, 4, 9, 3, -1, 7, -6, 12
28: COc1ccccc1CNC(=O)CCNC(=O)Cn1ccc2ccccc2c1=O
  -22[20 µM], 0, -4, -5, -3, -8, 11, 9, 1
29: COc1ccc(NC(=O)C2CCCN(S(=O)(=O)c3cccnc3)C2)c(OC)c1 (stereo unspecified)
  -36, -3, -1, 1, 3, 0, 5, -3, 3
30: CC(=O)Nc1sc2c(c1C#N)CCC(C)C2 (stereo unspecified)
  -6, -2, 2, -4, -2, -6, 1, 12, 2

# Taken from above.
# RBBP9 inh with Cc1cccc(N(CC(=O)NC2CCCCC2)C(=O)c2ccc(C)s2)c1 stands at -2
# Furin inhibitor with Cc1cc(F)c(F)cc1C(=O)N1CCCC1 stands at -13
# p97 ATPase inh with CCCCNC(=O)CSc1nccn1Cc1ccccc1 stands at 4
# Furin inhibitor with CC(C)COc1ccc(C(=O)Nc2ccc(NC(=O)c3ccco3)c(Cl)c2)cc1 stands at 1[20 µM]
# PPC-1+TRAIL kill with COc1ccccc1CNC(=O)CCNC(=O)Cn1ccc2ccccc2c1=O stands at 9
# TbHK1 inh with Nc1ccc2nc3c(c(Cl)c2c1)CCCC3 stands at -22

# Other entries:
# Each structure is followed by: Furin inhibitor, Ba/F3 V617F tox, TbHK1 inh, NCF1 inh, BaF3 tox, RBBP9 inh, PGE2 EP2 inh, PPC-1+TRAIL kill, p97 ATPase inh
31: Cc1cccc(OCC(=O)N/N=C/C=C/c2ccco2)c1
  -1, 3, -37, -8, 9, -16, 6, 8, -4
32: CCc1c(O)cc2n(c1=O)-c1ccc(Cl)cc1C2(C)C
  -10[20 µM], 1, 1, -19, 5, -5, 19, 24, 1
33: O=[N+]([O-])c1ccc(Oc2ccc(S(=O)(=O)Nc3ccccc3)cc2)cc1
  -6, -4, 14, 4, 5, -13, 4, 32, -2
34: CN1CCCCCC1=NC1=C(C#N)CCCC1
  -20, -2, 0, -6, 0, -10, 18, -12, 6
35: COc1ccc(OCCCC(=O)NCc2ccco2)cc1
  -18[20 µM], 1, -3, -4, 7, -2, -4, 18, 1
36: COC(=O)C(NS(=O)(=O)c1ccc(C)cc1)c1ccccc1 (stereo unspecified)
  -19, 4, 14, -6, 7, 3, 10, -9, -3
37: Cc1ccc2nc(SCC(=O)Nc3ccc4sc(C)nc4c3)c(C#N)cc2c1
  -16[20 µM], 3, -9, -4, 7, -8, 12, 7, 2
38: Cc1nn(-c2ccccc2)c(C)c1/C=N/n1c(-c2ccncc2)n[nH]c1=S
  -27, 0, -7, 5, 7, -8, 4, -3, 3
39: C=CCCC(=O)Nc1nc(C)c(-c2csc(Nc3cc(Cl)ccc3OC)n2)s1
  -17[20 µM], -3, -14, -17, 1, -5, 7, 14, 3
40: CCOC(=O)c1c(C)nc(C)c(C(=O)OCC)c1-c1cccc(N)c1
  -14, 1, -6, -4, 14, 1, 9, 9, 1
41: Cc1ccc(-c2nc3cccnc3s2)cc1NC(=O)C1c2ccccc2Oc2ccccc21
  -6, 1, -13, 33*, 3, -9, 18, -21, 4
42: CC(=O)Nc1nnc(-c2ccccn2)o1
  -8, 1, 1, -1, 9, -6, 6, 14, -7
43: O=C(NCc1ccccc1)C(=O)NCC1COc2ccccc2O1 (stereo unspecified)
  0[20 µM], -2, 1, -7, 1, 2, 5, 14, -1
44: CCOC(=O)COc1nc(-c2ccccc2)cc(-c2ccco2)c1C#N
  -19, 0, -13, 0, -1, -6, 7, 17, -9
45: COc1ccc(/C=C(/NC(=O)c2ccc([N+](=O)[O-])cc2)C(=O)NCCCN(C)C)cc1
  -11, 0, -11, 0, 6, 2, 3, 4, 4

# Full records from above.
# `CC(=O)Nc1nnc(-c2ccccn2)o1` in the list: Furin inhibitor: -8; Ba/F3 V617F tox: 1; TbHK1 inh: 1; NCF1 inh: -1; BaF3 tox: 9; RBBP9 inh: -6; PGE2 EP2 inh: 6; PPC-1+TRAIL kill: 14; p97 ATPase inh: -7
# `O=C(NCc1ccccc1)C(=O)NCC1COc2ccccc2O1` (stereo unspecified) in the list: Furin inhibitor: 0[20 µM]; Ba/F3 V617F tox: -2; TbHK1 inh: 1; NCF1 inh: -7; BaF3 tox: 1; RBBP9 inh: 2; PGE2 EP2 inh: 5; PPC-1+TRAIL kill: 14; p97 ATPase inh: -1

# The list goes on.
# Each structure is followed by: Furin inhibitor, Ba/F3 V617F tox, TbHK1 inh, NCF1 inh, BaF3 tox, RBBP9 inh, PGE2 EP2 inh, PPC-1+TRAIL kill, p97 ATPase inh
46: Cn1c(SCc2cccnc2)nc2cccnc21
  -15, 1, 3, -12, 5, -11, 12, 3, 5
47: COC(=O)c1ccc(/C=N/NC(=S)NC(C)C)cc1
  -6, -4, -24, -8, -4, 4, 5, 6, 3
48: C/C(CC1(O)C(=O)N(Cc2ccccc2)c2ccccc21)=N\O (stereo unspecified)
  -14, 1, 7, 5, 7, -5, 6, 33, 4
49: CC(C)(C#N)N([O-])C=C[N+](=O)C(C)(C)C#N
  -18, -4, -39, -7, 7, -1, 5, -15, 1
50: CSc1c(CC(=O)Nc2ccccc2C(F)(F)F)n(Cc2ccccc2)c2ccccc12
  -13, 1, -3, -11, 5, -8, 7, 6, -4
51: Oc1[nH]c2ccccc2c1C=Nc1ccc2c(c1)OCCO2
  -13[20 µM], -2, -14, -1, 4, -3, 18, 36, -1
52: CC(=O)Nc1ccc2c(c1)NC(=O)CC2
  -24, 1, -4, -8, 6, -3, 5, 2, 3
53: Cn1c(-c2cccc([N+](=O)[O-])c2)cnc1NCc1cccc([N+](=O)[O-])c1
  -17, 0, -1, 0, 4, -4, 10, 6, 7
54: COc1ccccc1N1CCN(C2=NS(=O)(=O)c3ccccc32)CC1
  -10[20 µM], 1, 1, 3, 6, -6, 3, 0, -5
55: Nn1c(Nc2ccc(Cl)cc2)nncc1=O
  -30, 4, -1, ., 9, -3, 1, -6, -1

# Results in Ba/F3 V617F tox, PPC-1+TRAIL kill and RBBP9 inh, for five of the compounds above:
no. | Molecule | Ba/F3 V617F tox | PPC-1+TRAIL kill | RBBP9 inh
55 | Nn1c(Nc2ccc(Cl)cc2)nncc1=O | 4 | -6 | -3
51 | Oc1[nH]c2ccccc2c1C=Nc1ccc2c(c1)OCCO2 | -2 | 36 | -3
46 | Cn1c(SCc2cccnc2)nc2cccnc21 | 1 | 3 | -11
54 | COc1ccccc1N1CCN(C2=NS(=O)(=O)c3ccccc32)CC1 | 1 | 0 | -6
53 | Cn1c(-c2cccc([N+](=O)[O-])c2)cnc1NCc1cccc([N+](=O)[O-])c1 | 0 | 6 | -4

# This is a subset. The share of hits here may be higher or lower than overall.
